# LYP phosphatase = PTPN22 lymphoid phosphatase activity blockers – biochemical, fluorescence intensity, uHTS (AID 1779); recombinant LYP phosphatase, fluorescence intensity; higher % means a stronger effect; one-dose inhibition, % at 11.5 µM; IC50 in µM for titrated hits; 0.054% of 290,000 active; in the data active means inhibition above about 50%;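 further: plate controls were vehicle with enzyme for no effect and no enzyme for full effect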
# Large T inhibition = TAg ATPase/helicase activity blockers – biochemical (AID 1903); 0.39% of 310,000 active; SV40 large T antigen ATPase/helicase inhibition assay; higher % means a stronger effect; inhibition, % at 20 µM; hits with a dose series show IC50 in µM; in the data active means a potency from the dose series; inconclusive means inhibition mostly from about 32% at the one dose, without a potency; inactive means the rest, 99 in 100 with inhibition below about 32%; further: strong numbers were not always called active
# T cell modulator = T cell immune modulation candidate. 2C CD8+ T cell-vesicle binding, flow cytometry; active compounds read low. calls only at 7 µM. 0.068% of 330,000 active. AID 2052;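 active means response, share of CD8 T cells binding vesicles, and their 90th percentile fluorescence all below set limits, cut at about 80% in these data, passing the limit was not always enough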
#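 Assay system – 2C mouse CD8+ T cells · Also added – QL9-loaded Drosophila micro-vesicles · Timing – Cell–vesicle co-incubation 1.5 h at 37 °C, staining 20 min on ice · Signal – flow cytometry of vesicle-bound cells · Measure – percent CD8+ FL2 mean versus row control · Controls – Peptide-free naked vesicles (low) and QL9 vesicles with 0.7% DMSO vehicle (high)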
# Rac1 GTP hydrolysis = MgcRacGAP GTPase-activating activity inhibitors, confirmation, biochemical, ADP Hunter fluorescence | MgcRacGAP-stimulated Rac1 GTP hydrolysis, ADP Hunter fluorescence; higher % means a stronger effect; GST-tagged Rac1 F28L mutant substrate | inhibition, % at 30 µM; hits with a dose series show IC50 in µM | 0.6% of 340,000 active | AID 624330;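 active means first-screen hits whose inhibition reached a set limit at any dose in the follow-up dose series; inconclusive means inhibition above the set first-screen limit but never retested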;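 further: fluorescence reports GDP produced by GAP-driven GTP hydrolysis; strong numbers were not always called active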
# GPR55 antagonists = inhibition of LPI-stimulated GPR55 beta-arrestin translocation – imaging, U2OS, beta-arrestin-GFP, LPI agonist, primary screen (AID 2013). U2OS GPR55 beta-arrestin-GFP translocation imaging, LPI antagonism; higher % means a stronger effect. inhibition, % at 10 µM; hits with a dose series show IC50 in µM. 0.13% of 290,000 active;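 active means spots per cell inhibited over 60%, with over 100 cells counted and total cytoplasm intensity under 500,000; inconclusive means wells with under 100 cells, flagged as likely toxic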;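 further: U2OS cells stably carrying GPR55 and arrestin-GFP stimulated by 5 µM LPI near EC80; imaged beta-arrestin-GFP aggregate spots per cell after agonist stimulation; plate controls were LPI-stimulated DMSO wells for no effect and DMSO wells without LPI for full effect; some results filed as inactive read as strong as hits; confirmed hits need IC50 under 10 µM and bright autofluorescent wells are also inconclusive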
# GPR55 beta-arrestin = GPR55 agonists via beta-arrestin recruitment, primary screen, imaging, U2OS cells, beta-arrestin-GFP redistribution (AID 1961); U2OS GPR55 beta-arrestin-GFP redistribution imaging; higher % means a stronger effect; one-dose activation, % at 10 µM; EC50 in µM for titrated hits; 0.048% of 290,000 active;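 active means activation above 40% with more than 50 cells counted in the well; inconclusive means wells holding fewer than 50 cells, flagged as toxic or sparse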;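 further: U2OS osteosarcoma cells stably expressing GPR55 and beta-arrestin-GFP; plate controls were DMSO negative control for no effect and LPI positive control for full effect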
# GPR35 arrestin U2OS = inhibition of zaprinast-stimulated GPR35 beta-arrestin translocation – imaging, U2OS, beta-arrestin-GFP, zaprinast agonist, primary screen (AID 2058) | U2OS GPR35 beta-arrestin-GFP translocation imaging, zaprinast antagonism; higher % means a stronger effect | one-dose inhibition, % at 10 µM; IC50 in µM for titrated hits | 0.052% of 290,000 active;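 active means inhibition of at least 50% with at least 30 cells and total cytoplasm GFP at most 10,000,000; inconclusive means under 30 cells or total GFP of 10,000,000 plus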
# NTR1 agonist = agonists of NTR1, primary screen, imaging, U2OS cells, beta-arrestin-GFP, high content (AID 493036); P30989; NTR1-U2OS beta-arrestin-GFP spot imaging, agonist mode; activation, % at 20 µM; 0.17% of 330,000 active;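 active means activation at or above 40% of the spot to cytoplasm intensity ratio, with at least 20 cells analyzed; inconclusive means wells under 20 cells, flagged as cytotoxic or low count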;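 further: 0% = DMSO without peptide and 100% = 100 nM NTR1 peptide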
# Target sequence (P30989 whole entry, looked up): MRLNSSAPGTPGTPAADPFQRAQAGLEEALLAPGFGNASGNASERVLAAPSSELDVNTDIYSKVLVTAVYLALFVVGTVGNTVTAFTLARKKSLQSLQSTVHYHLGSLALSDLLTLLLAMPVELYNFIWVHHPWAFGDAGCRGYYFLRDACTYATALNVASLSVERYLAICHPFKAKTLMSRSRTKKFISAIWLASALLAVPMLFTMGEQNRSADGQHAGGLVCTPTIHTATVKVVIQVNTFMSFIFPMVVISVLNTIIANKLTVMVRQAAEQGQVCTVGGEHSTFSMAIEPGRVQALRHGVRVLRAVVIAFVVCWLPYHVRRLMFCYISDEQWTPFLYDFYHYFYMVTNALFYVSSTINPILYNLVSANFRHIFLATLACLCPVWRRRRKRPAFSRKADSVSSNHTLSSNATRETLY
# Lipid droplet = hepatic lipid droplet formation modulation. AML12 mouse hepatocytes, oleate lipid droplets, BODIPY imaging. inhibition, % at 6.5 µM. 0.4% of 240,000 active;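 active means lipid droplet intensity inhibited by at least 50%, with more than 500 cells counted; inconclusive means wells with under 300 cells, treated as cytotoxic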
#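 Assay system: AML12 mouse liver cells | Compound: 6.5 µM single-point dosing | Schedule: Overnight exposure | Technique: Fluorescence imaging, 20x objective, two fields per well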
# Lipid droplet cells 6.5 µM = second read-out of Lipid droplet, no call of its own (marks repeat the call); cell count; measured here: cell count, cytotoxicity flag;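 cells counted across two imaged fields per well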
# T cell modulator vesicle-bound % = second read-out of T cell modulator, no call of its own (marks repeat the call); double positive events, %; measured here: CD8+ vesicle-bound cell fraction;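 binding gate set so that unloaded-vesicle control wells show 10% double positive cells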
# NTR1 agonist cell count 20 µM = further read-out of NTR1 agonist, marked with its call; cell count; measured here: cell count, cytotoxicity flag
# The depositor's hits bear a star; i = inactive; u = inconclusive; x = no result given.
SMILES,LYP phosphatase,Large T inhibition,T cell modulator,T cell modulator vesicle-bound %,Rac1 GTP hydrolysis,GPR55 antagonists,GPR55 beta-arrestin,GPR35 arrestin U2OS,NTR1 agonist,NTR1 agonist cell count 20 µM,Lipid droplet,Lipid droplet cells 6.5 µM
CCOc1ccc(N(CC(=O)NC(C)C)C(=O)CCC(=O)Nc2ccccn2)cc1,3%,8%,i,41,-4%,0%,-0.2%,21%,0.1,80,11,832
CC#CCN1c2ccccc2[C@]23C[C@@H](C(=O)OC)N(C(C)=O)C2=NC(C(=O)OC)=C(C(=O)OC)[C@H]13,-2%,10%,i,39,9%,6%,-0.1%,7%,1.5,53,8,807
Cc1noc(C)c1COc1ccc(C(=O)OCC(=O)Nc2ccc(C(=O)N(C)C)cc2)cc1,x,11%,i,14,-3%,x,x,x,3.7,51,x,x
COc1cccc(CN(C)C(=O)Nc2cccc(C(F)(F)F)c2)c1OC,-4%,8%,i,52,-4%,7%,-0.1%,4%,-1.9,61,5,655
CC1CCCC(NC(=O)c2ccc3c(c2)NC(=O)CS3)C1C (stereo not given),-10%,4%,i,32,8%,9%,0.6%,4%,-0.4,69,1,747
Cc1ccc(-c2nn(CC(=O)NCCN3CCOCC3)c(=O)c3ccccc23)cc1,-1%,7%,i,14,6%,-3%,0.2%,-13%,-2.1,39,4,639
C#CCOCCOCCOCCNc1nc(N2CCN(C(=O)CCCCCCCCCCNC(=O)Cn3cc(CCCCCN)nn3)CC2)nc(N2CCN(C(=O)CCCCCCCCCCNC(=O)[C@H]([C@@H](C)CC)n3cc(CCCCCN)nn3)CC2)n1,x,u,i,39,u,x,x,x,6.2,79,x,x
NC(N)=N/N=C/c1ccccc1OC(F)F,4%,3%,i,9,9%,2%,0.3%,-1%,3.3,70,6,673
COc1ccccc1-c1c(C#N)c(N)nc2c1CCC2,-7%,5%,i,20,8%,4%,-0.1%,-4%,-1.1,64,-9,635
CCn1c(CSc2nc3ccccc3s2)nnc1SCC(=O)c1ccc2c(c1)OCCO2,x,6%,i,4,10%,x,x,x,5.5,81,x,x
CC(=O)Nc1ccccc1-c1nc2ccc(C(=O)N3CCN(c4cccc(C)c4)C(C)C3)cc2[nH]c1=O (stereo not given),-1%,0%,i,40,3%,-10%,-0.1%,-25%,-1.8,61,x,x
O=c1[nH]c(=S)[nH]c(O)c1N=Nc1ccc(-c2ccccc2)cc1[N+](=O)[O-],4%,11%,x,x,x,-21%,-0.3%,-9%,x,x,-35,627
Cc1ccc(NC(=O)CN2CCC(NC(=O)c3cccc(F)c3)CC2)cc1C,-10%,6%,i,57,6%,36%,-0.2%,1%,0.4,50,9,694
Cc1ccccc1C(=O)N/N=C/c1ccc(OCC(=O)N2CCCCC2)cc1,-4%,8%,i,25,5%,-11%,0.0%,14%,0.0,49,x,x
CCOC(=O)c1cnc2c(C)cc(C)cc2c1NCCCN1CCOCC1,-4%,-9%,i,42,2%,14%,-0.1%,0%,-0.4,74,38,739
Cc1ccc(-c2noc(CN(C)C(=O)Nc3ccc(F)cc3)n2)cc1,-7%,1%,i,58,4%,10%,-0.1%,-16%,-0.1,62,2,748
O=C1CN2NC(=S)N(c3ccc(Cl)cc3)C2=CN1c1ccc(Cl)cc1,-4%,9%,i,48,5%,0%,-0.1%,-4%,3.9,45,-2,672
COc1cc2c(cc1OC)[C@H](C)N(C(=O)COc1ccccc1)CC2,-8%,3%,i,16,5%,2%,0.3%,-2%,-1.0,52,10,831
CC(C)NC(=O)NC(=O)COC(=O)Cc1c(F)cccc1Cl,-2%,5%,i,50,7%,-3%,-0.1%,-8%,2.2,28,1,696
C=CCn1c(NCc2cc(Cl)ccc2O)nc2ccccc21,-7%,11%,i,60,-3%,-4%,-0.3%,-2%,2.7,58,-9,821

# A draw from above in order of molar mass, falling:
SMILES,LYP phosphatase,Large T inhibition,T cell modulator,T cell modulator vesicle-bound %,Rac1 GTP hydrolysis,GPR55 antagonists,GPR55 beta-arrestin,GPR35 arrestin U2OS,NTR1 agonist,NTR1 agonist cell count 20 µM,Lipid droplet,Lipid droplet cells 6.5 µM
CCn1c(CSc2nc3ccccc3s2)nnc1SCC(=O)c1ccc2c(c1)OCCO2,x,6%,i,4,10%,x,x,x,5.5,81,x,x
Cc1noc(C)c1COc1ccc(C(=O)OCC(=O)Nc2ccc(C(=O)N(C)C)cc2)cc1,x,11%,i,14,-3%,x,x,x,3.7,51,x,x
CCOC(=O)c1cnc2c(C)cc(C)cc2c1NCCCN1CCOCC1,-4%,-9%,i,42,2%,14%,-0.1%,0%,-0.4,74,38,739

# The results go on.
SMILES,LYP phosphatase,Large T inhibition,T cell modulator,T cell modulator vesicle-bound %,Rac1 GTP hydrolysis,GPR55 antagonists,GPR55 beta-arrestin,GPR35 arrestin U2OS,NTR1 agonist,NTR1 agonist cell count 20 µM,Lipid droplet,Lipid droplet cells 6.5 µM
O=C(Nc1ccc(-n2cnnn2)cc1)C1CCCCC1,-2%,7%,i,21,16%,-5%,0.3%,2%,-0.8,34,3,718
CCOc1ccc(-c2noc(CCC(=O)NC3CCCCC3)n2)cc1OC,-14%,18%,i,38,4%,7%,-0.2%,8%,-0.2,50,-15,720
Cc1ccc(-c2nnc(NC(=O)CCS(=O)(=O)c3ccc(F)cc3)o2)c(C)c1,x,4%,i,26,9%,x,x,x,0.5,100,x,x
CCOC(=O)CN=C1CC(C)(C)CC2=C1Sc1ncnc(N(C)C)c1N2,-2%,15%,i,35,7%,-8%,-0.1%,0%,0.1,73,x,x
COc1ccccc1C(=O)NNC(=O)CCC(=O)NCc1ccccc1,-6%,19%,i,4,4%,17%,-0.1%,-7%,0.2,58,7,771
Cc1cc(Cl)nc2ccc(Cc3ccc4nc(Cl)cc(C)c4c3)cc12,5%,11%,i,61,5%,22%,0.3%,-4%,2.5,83,19,649
CCCCCN(C(=O)CCC(=O)OCc1cccc(Cl)c1)c1c(N)n(CCCC)c(=O)[nH]c1=O,x,14%,i,16,14%,x,x,x,-0.8,58,x,x
O=C(CSc1nnc(NC(=O)c2ccccc2C(=O)O)s1)Nc1ccccc1Cl,-1%,11%,i,27,4%,8%,0.0%,0%,1.0,36,0,709
COc1ccc2nc(NC(=O)c3ccc(Br)s3)sc2c1,-8%,2%,i,41,3%,1%,-0.1%,-5%,-4.6,86,-3,782
FC(F)Oc1cccc(NC(=S)N2CCN(c3ccccn3)CC2)c1,2%,9%,i,46,4%,-10%,-0.1%,3%,-1.4,91,1,685
Cc1ccc(NC(=O)NC2=N/C(=C(/C#N)C(=O)N3CCCC3)c3ccccc32)cc1,-4%,x,i,21,0%,12%,0.3%,9%,8.5,101,x,x
COc1ccc(N(CC(=O)Nc2cc(C)cc(C)c2)S(=O)(=O)c2ccccc2[N+](=O)[O-])c(OC)c1,4%,x,i,0,11%,-3%,0.3%,-15%,0.4,27,-2,703
CCCCn1c(N)c(N(CC(C)C)C(=O)CC(NC(=O)c2ccccc2)c2ccccc2)c(=O)[nH]c1=O (stereo not given),x,11%,i,56,3%,x,x,x,-0.6,74,x,x
COc1cccc(CNC(=O)C2CCC(CNS(=O)(=O)c3cccc4nsnc34)CC2)c1 (stereo not given),-2%,7%,i,17,7%,-3%,-0.1%,14%,-0.1,38,x,x
CCCCNC(=S)NNC(=O)C1=NN(c2cc(C)ccc2C)C(=O)CC1,-11%,9%,i,36,-3%,8%,-0.2%,9%,0.0,57,1,726
O=C(NCCCC(=O)N1CCCCC1)c1ccc(Cl)cc1,-6%,21%,i,27,3%,3%,-0.2%,10%,-0.6,54,18,646
C=CCn1c(SCC(=O)NC)nnc1C12CC3CC(CC(C3)C1)C2,-7%,3%,i,36,0%,11%,-0.2%,10%,-0.9,55,1,815
Cc1ccnc(SCC(=O)NC2CC2)n1,-10%,3%,i,58,7%,-14%,-0.1%,-18%,1.5,92,-2,639
Cc1ccc(S(=O)(=O)N2C(=O)c3cccc4cccc2c34)cc1,-1%,16%,i,28,1%,2%,0.2%,-9%,3.0,69,-2,704
Cn1cccc1C(=S)N1CCOCC1,1%,13%,i,48,4%,2%,-0.1%,-16%,-0.5,71,8,631
O=C(NC(=S)Nc1ccccc1)c1cncc(C#Cc2ccccc2)c1,-1%,8%,i,18,8%,-7%,-0.2%,11%,1.8,43,6,755
O=S(=O)(C(=CNc1ccccc1)S(=O)(=O)c1ccccc1)c1ccccc1,-4%,15%,i,43,8%,2%,-0.1%,-8%,4.0,79,17,641
CCN(CC)CCN(C(=O)Cn1nnc(-c2ccc(C)o2)n1)C(C(=O)NC1CCCC1)c1ccc(F)cc1 (stereo not given),0%,x,x,x,5%,14%,0.2%,-1%,-1.1,53,-2,768
CCn1cnc2c(oc3ccccc32)c1=O,-5%,1%,i,48,6%,-8%,0.1%,-17%,-0.2,54,28,701
COc1cccc(OC)c1C(=O)NCCN1CCN(C(=O)c2c(OC)cccc2OC)CC1,-4%,-5%,i,12,8%,10%,-0.1%,-1%,4.3,77,-37,766
CC(=O)Nc1ccc(NC(=O)[C@@H]2CCCN2S(=O)(=O)c2ccc3c(c2)OCCO3)cc1,-6%,32%,i,38,-3%,-13%,-0.5%,-9%,0.6,70,9,696
COCCn1nnnc1C(c1cccc(C(F)(F)F)c1)N1CCOCC1 (stereo not given),-7%,2%,i,28,15%,-9%,0.8%,1%,-0.9,47,-14,756

# Random excerpt: 2 records from the list, in no set order.
SMILES,LYP phosphatase,Large T inhibition,T cell modulator,T cell modulator vesicle-bound %,Rac1 GTP hydrolysis,GPR55 antagonists,GPR55 beta-arrestin,GPR35 arrestin U2OS,NTR1 agonist,NTR1 agonist cell count 20 µM,Lipid droplet,Lipid droplet cells 6.5 µM
Cc1ccc(S(=O)(=O)N2C(=O)c3cccc4cccc2c34)cc1,-1%,16%,i,28,1%,2%,0.2%,-9%,3.0,69,-2,704
COc1ccc2nc(NC(=O)c3ccc(Br)s3)sc2c1,-8%,2%,i,41,3%,1%,-0.1%,-5%,-4.6,86,-3,782

# Assay outcomes from PubChem.
